# ELG1 genotoxic – qHTS screen for small molecules that induce genotoxicity in human embryonic kidney (HEK293T) cells expressing luciferase-tagged ELG1 | HEK293T ELG1-luciferase reporter, luminescence, 16 h | Potency, µM (doses to about 46 µM), inactives show at the top dose activity change, positive = activation, hits mostly activators | 1.3% of 330,000 active; further: potency means the concentration at half of the fitted maximal effect; % of control where 0% means no effect; nearly all actives have a fitted effect of over 60% in size
#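 HEK293T cells expressing luciferase-tagged ELG1 were treated with compound or DMSO for 16 hr at 37°C. Luciferase activity was then read after 30 min with ONE-Glo at room temperature; rising signal flags genetic stress.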
# NPC1 promoter act – qHTS Assay for NPC1 Promoter Activators | Huh7 NPC1 promoter luciferase reporter, 24 h | Potency, µM (doses to about 9.22 µM), without a hit: at the highest dose activation, most hits filed as activators | 2.4% of 320,000 active | AID 485313, 2010;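 further: potency means the concentration at half of the fitted maximal effect; % of control where 0% means no effect; nearly all actives have a fitted effect of over 60% in size; reporter is driven by a mutant NPC1 promoter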
#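 Cells: Huh7 expressing luciferase under the NPC1 promoter, 1500/well. Seeded 2 h, compound added, incubated 24 h at 37 °C. Luciferase reagent, 10 min ambient, then luminescence.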
# FLuc counter – qHTS profiling assay for firefly luciferase inhibitor/activator using purifed enzyme and Km concentrations of substrates (counterscreen for miR-21 project). Luciferin 4-monooxygenase (Photinus pyralis), P08659. purified FLuc, Km substrates, luminescence inhibition. Potency, µM (titrated, usually from 57.5 µM), inactives show at the top dose activity change, negative = inhibition, actives largely listed as inhibitors. 6.9% of 360,000 active;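 further: potency means the concentration at half of the fitted maximal effect; plate controls were vehicle for no effect and reference inhibitor for full effect; nearly all actives have a fitted effect of over 55% in size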
# Target sequence (P08659 whole entry, looked up): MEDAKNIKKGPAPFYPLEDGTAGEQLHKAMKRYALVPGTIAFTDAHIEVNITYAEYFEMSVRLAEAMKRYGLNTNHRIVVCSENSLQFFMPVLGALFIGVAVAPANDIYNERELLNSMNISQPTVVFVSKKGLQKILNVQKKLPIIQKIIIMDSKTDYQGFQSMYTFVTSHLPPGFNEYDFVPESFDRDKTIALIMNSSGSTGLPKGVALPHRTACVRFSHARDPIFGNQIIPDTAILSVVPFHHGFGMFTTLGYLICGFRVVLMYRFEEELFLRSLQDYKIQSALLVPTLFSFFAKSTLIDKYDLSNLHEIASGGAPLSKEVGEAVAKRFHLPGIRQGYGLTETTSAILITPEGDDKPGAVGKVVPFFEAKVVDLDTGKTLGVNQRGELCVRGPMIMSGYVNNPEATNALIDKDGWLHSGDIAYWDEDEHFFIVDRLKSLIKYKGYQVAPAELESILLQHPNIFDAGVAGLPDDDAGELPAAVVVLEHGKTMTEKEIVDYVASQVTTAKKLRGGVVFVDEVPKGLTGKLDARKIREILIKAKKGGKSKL
#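 Purified P. pyralis luciferase, 10 nM final, with Km-level 10 uM D-luciferin and 10 uM ATP in 50 mM Tris acetate pH 7.5, 10 mM Mg acetate, 0.01% Tween-20, 0.05% BSA; 6-point qHTS titration about 60 µM downward; luminescence read.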
# p53 reactivation – qHTS assay for re-activators of p53 using a Luc reporter | AID 504706, 2011 | 0.063% of 320,000 active | Potency, µM (doses to about 92.2 µM), inactives show top-dose activity change, positive = activation, most hits filed as activators | H1299 p53-A138V BP100-luciferase reporter, luminescence, 24 h; further: potency means the concentration at half of the fitted maximal effect; % of control where 0% means no effect; nearly all actives have a fitted effect of over 45% in size
#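 p53-null H1299 cells stably carrying temperature-sensitive p53-A138V and a BP100-luciferase reporter were pinned with compounds (4-point, 1:5 series) and held 24 hrs at 37 deg C. Luminescence was read 10 min after detection reagent.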
# ELG1 repair inh – qHTS screen for small molecules that inhibit ELG1-dependent DNA repair in human embryonic kidney (HEK293T) cells expressing luciferase-tagged ELG1; 2.3% of 330,000 active; AID 504467, 2011; Potency, µM (series often up to 46.1 µM), without a hit: top-dose activity change, negative = inhibition, hits mostly inhibitors; HEK293T ELG1-luciferase reporter, luminescence, 16 h; DNA damage induced by 5-fluorouridine; further: potency means the concentration at half of the fitted maximal effect; on the % scale 0 is the no-effect control and ±100 the full control effect; nearly all actives have a fitted effect of over 55% in size
#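 5-Fluorouridine DNA damage + compound/DMSO, 2,000 cells/well, 16 h, 37 °C/5% CO2. ONE-Glo, 30 min RT, luminescence. Readout = decrease in reporter signal.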
# TRPV1 ag – HTS Assay for Compounds that Act as Agonists of the Vanilloid Receptor 1. activation, % at 8.33 µM. 0.19% of 320,000 active. TRPV1-expressing cells, Fluo-8 calcium influx, agonist mode; in the data active means activation above about 80%; inconclusive means between about 30% and that limit; further: 0% is about no effect
#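 Cells expressing TRPV1 were dye-loaded with Fluo-8 and read kinetically: 10 s baseline, 3 min after compound (agonist portion), then 2 min after EC20 capsaicin (allosteric enhancer portion). Calcium-bound dye fluorescence at 480/520 nm.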
# VP16 counter – VP16 counterscreen qHTS for inhibitors of ROR gamma transcriptional activity. Drosophila S2 Gal4-VP16 UAS-luciferase, luminescence, 20 h. Potency, µM (series often up to 53.6 µM), without a hit: at the highest dose activity, negative = inhibition, most hits filed as inhibitors. 3.5% of 310,000 active. AID 2546, 2010;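 further: Gal4-VP16 expression switched on by copper sulfate through the metallothionein promoter; potency means the concentration at half of the fitted maximal effect; on the % scale 0 is the no-effect control and ±100 the full control effect; nearly all actives have a fitted effect of over 50% in size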
# BRCA1 expr act – qHTS Assay to Identify Small Molecule Activators of BRCA1 Expression | MCF7-BRCA1-FFLuc reporter, luminescence, 48 h; response scale: scaled: vehicle 0%, 10 µM genistein 100% | Potency, µM (titrated, usually from 46.1 µM), for the others: at the top dose activation, most hits filed as activators | 1.1% of 380,000 active | AID 624202, 2012; further: potency means the concentration at half of the fitted maximal effect; nearly all actives have a fitted effect of over 80% in size; some results filed as inactive show a strong effect at the top dose
#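 Reporter cells (MCF7, BRCA1 promoter-firefly luciferase) received library compounds across a concentration series for 48 h. End-point luminescence was measured and concentration-effect curves derived after normalization.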
# RORg inh – qHTS for inhibitors of ROR gamma transcriptional activity; Drosophila S2 Gal4-RORgamma UAS-luciferase reporter, 20 h; Potency, µM (top dose mostly 53.6 µM), for the others: at the top dose activity change, negative = inhibition, hits mostly inhibitors; 5.4% of 310,000 active; AID 2551, 2010; further: potency means the concentration at half of the fitted maximal effect; on the % scale 0 is the no-effect control and ±100 the full control effect; nearly all actives have a fitted effect of over 60% in size
# Target sequence (P51450 whole entry, looked up, the tested form may be a part): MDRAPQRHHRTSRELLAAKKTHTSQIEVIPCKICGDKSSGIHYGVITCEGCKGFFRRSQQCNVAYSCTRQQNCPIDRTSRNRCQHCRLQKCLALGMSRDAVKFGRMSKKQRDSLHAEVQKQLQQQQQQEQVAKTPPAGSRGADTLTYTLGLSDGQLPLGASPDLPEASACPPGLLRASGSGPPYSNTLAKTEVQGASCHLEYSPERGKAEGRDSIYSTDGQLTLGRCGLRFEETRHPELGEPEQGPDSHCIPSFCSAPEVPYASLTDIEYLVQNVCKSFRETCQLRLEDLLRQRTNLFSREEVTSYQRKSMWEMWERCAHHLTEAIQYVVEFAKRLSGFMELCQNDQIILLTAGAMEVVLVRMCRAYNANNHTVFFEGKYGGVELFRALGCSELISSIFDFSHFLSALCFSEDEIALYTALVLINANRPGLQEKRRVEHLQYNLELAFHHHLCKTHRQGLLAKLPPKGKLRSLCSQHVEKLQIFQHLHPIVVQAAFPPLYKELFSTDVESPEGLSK
#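 Drosophila S2 cells stably expressing Gal4-DBD/mouse RORγ fusion under metallothionein promoter plus UAS-luciferase; compound 1 h, then 700 uM CuSO4 induction for 20 h at ambient temperature; inhibition read as reduced luminescence.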
# Rab9 prom act – qHTS Assay for Rab9 Promoter Activators; Potency, µM (highest dose often 9.22 µM), for the others: at the top dose activation, negative = inhibition, hits mostly activators; 2.8% of 320,000 active; AID 485297, 2010; Huh7 Rab9 promoter-luciferase reporter, luminescence, 24 h; further: potency means the concentration at half of the fitted maximal effect; % of control where 0% means no effect; nearly all actives have a fitted effect of over 60% in size
#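 Cells were plated at 1500 per well in reduced-serum medium with 10% FBS and left 2 h. Compound in DMSO was then added for 24 h at 37 °C. Reporter signal was read by luminescence after 10 min with luciferase detection reagent.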
# Tb PFK block – qHTS Assay to Find Inhibitors of T. brucei phosphofructokinase; 0.17% of 330,000 active; T. brucei PFK, ADP-Glo luminescence; Potency, µM (top dose mostly 57.5 µM), for inactives: at the highest dose activity, negative = inhibition, usual class: inhibitors; ATP-dependent 6-phosphofructokinase (Trypanosoma brucei brucei), O15648;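 further: potency means the concentration at half of the fitted maximal effect; 0% = uninhibited 1x PFK enzyme wells and -100% = no-enzyme wells; nearly all actives have a fitted effect of over 60% in size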
#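 1.25 nM PFK with 0.5 mM F6P and 0.1 mM ATP in 0.1 M TEA pH 8.0, 5 mM MgCl2, incubated 45 min at room temperature; ADP measured by ADP-Glo luminescence; compounds titrated up to 57 uM.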
# * marks the source's active call; other numbers are inactive results; u = inconclusive; x = no result given; [ ] = another dose, or the depositor's remark. Unless noted, the call rests on the fitted dose curve; in most records, active means well fitted curve in the direction sought with a large enough effect; inconclusive means small, poorly fitted or top-dose-only effect, or another doubt; inactive means no such curve, though single readings can be large; an effect the other way counts as inactive or inconclusive.
mol	ELG1 genotoxic	NPC1 promoter act	FLuc counter	p53 reactivation	ELG1 repair inh	TRPV1 ag	VP16 counter	BRCA1 expr act	RORg inh	Rab9 prom act	Tb PFK block
O=C(NC1=NCCS1)c1ccc(Cl)c(S(=O)(=O)N2CCCCC2)c1	0.2%	1.7%	-15.5%	-1.1%	-21.1%	27.4	u	-29.8%	u	-4.0%	-2.1%
COc1ccc(OCC(=O)O/N=C(\N)c2ccc(OC)cc2)cc1	-2.9%	2.6%	u	-1.0%	1.4%	6.0	-15.1%	7.5%	40.5%	-0.8%	4.7%
Cc1cc2cc(CCNC(=O)c3ccc(Br)o3)c(=O)[nH]c2cc1C	-4.6%	-7.7%	-0.4%	-2.9%	-9.6%	-0.4	-2.9%	-20.4%	28.5%	1.1%	-4.1%
CCCSc1nsc(NC(=O)CCC)n1	7.7%	2.82µM*	12µM*	25.5%	u	-5.7	-7.6%	1.41µM*	30.5%	1.41µM*	0.4%
CC1CC(NC(=O)c2cc3c(=O)n4ccccc4nc3n2C)CC(C)(C)C1 (stereo not given)	-13.6%	17.8%	-0.3%	-3.8%	u	-2.7	-3.1%	-47.6%	13.0%	-4.6%	0.6%
COCc1cc(CN(C)C(=O)C2CCC(=O)N(Cc3cccc(OC)c3)C2)[nH]n1 (stereo not given)	1.8%	-1.6%	-3.8%	-0.3%	8.7%	7.4	5.6%	20.0%	-2.8%	3.1%	-2.4%
C/C=C/c1ccc(OCC(=O)OCc2csc(CC(=O)Nc3ccccc3C)n2)c(OC)c1	2.1%	0.7%	-7.5%	x	-2.1%	-3.1	x	-13.6%	x	0.0%	0.7%
S=C(Nc1ccc(Br)cc1)N1CCn2cccc2C1c1cccnc1 (stereo not given)	-0.8%	-1.9%	-3.0%	-5.8%	-29.7%	u	-0.8%	-24.7%	-39.2%	1.1%	-2.3%
CC(=O)c1cccc(S(=O)(=O)NC2CCCCCC2)c1	1.2%	-0.7%	-2.8%	5.2%	11.2%	1.2	-1.3%	-8.9%	42.2%	-0.7%	1.2%
CC(NC(=O)CN1CCN(Cc2cccc(F)c2)CC1)c1ccccc1 (stereo not given)	-2.2%	-2.9%	-0.6%	x	-1.1%	u	x	-7.6%	x	-4.6%	0.1%
CCOc1ccc(OCCn2c(=S)[nH]c3ccccc32)cc1	-1.0%	-2.1%	-12.6%	x	-3.8%	8.6	5.01µM*	28.4%	5.01µM*	-0.2%	0.6%
COc1ccc(C(=O)NNC2=CC(=O)CC(C)(C)C2)cc1OC	0.3%	-3.0%	5.5%	-2.6%	5.2%	0.8	-2.9%	-2.4%	4.8%	0.1%	6.2%
O=C(CCC1CCCCC1)Nc1c2c(nn1-c1ccc(F)cc1)CS(=O)(=O)C2	1.2%	-2.1%	-0.6%	-3.5%	16.3%	u	-5.7%	-45.8%	10.0%	6.3%	-4.7%[0.46 µM]
CCOc1ccc(/C=N/NC(=O)CCC(=O)Nc2ccc(F)cc2)cc1	0.6%	1.7%	-14.1%	4.8%	9.3%	0.7	6.0%	6.0%	17.9%	5.0%	-0.7%
N#Cc1c(-c2ccccc2)nc(N2CCOCC2)[nH]c1=O	-0.2%	-2.5%	-1.6%	2.7%	-1.6%	-5.1	3.7%	-2.4%	22.6%	-5.1%	-1.8%
CCc1ccccc1NC(=O)CSc1nnc(-c2ccco2)n1N	0.1%	-2.6%	5.8%	1.6%	1.4%	-2.2	6.7%	2.2%	0.7%	-2.2%	2.4%
Cc1cc2oc(=O)cc(CN(C)Cc3cccc(F)c3)c2cc1C	7.3%	1.9%	u	16.3%	-1.6%	u	-2.4%	11.2µM*	-17.8%	-1.7%[1.84 µM]	-0.2%
O=C(c1ccco1)N1CCN(c2ncnc3sc4c(c23)CCC4)CC1	-22.6%	3.0%	-10.4%	-11.8%	14.6µM*	u	-3.4%	-28.8%	-8.7%[10 µM]	0.2%	-11.9%
O=C(/C=C/c1ccc(-c2ccccc2)o1)c1ccccc1	u	u	6.75µM*	u	u	-6.3	u	u	u	25.6%	-3.1%
O=S(=O)(c1cc(F)cc(F)c1)N1CCN(c2ncccn2)CC1	-0.9%	-2.3%	-0.3%	-5.4%	-19.5%	2.2	4.5%	-3.7%	5.9%	3.5%	-1.0%
Cc1ccnc(N2CCC(C(=O)NCc3ccc4c(c3)OCO4)CC2)n1	6.6%	0.3%	3.0%[2.3 µM]	-4.3%	-0.5%	1.0	5.7%	-1.2%	-0.5%	-0.2%	-0.6%
C/C=C(\C)C(=O)Nc1cccc(C2=NOC3(C2)C[C@@H](C(N)=O)N(C(=O)/C(C)=C/C)C3)c1 (stereo not given in full)	2.6%	-5.2%	2.1%	-0.2%	8.4%	-3.3	3.6%	-6.3%	5.4%	-5.4%	-5.0%
CCC(C(=O)NC1CCCCCC1)n1nc(C)n2c(cc3occc32)c1=O (stereo not given)	0.6%	-8.9%	2.1%	9.6%	-6.6%	8.1	-0.9%	-0.5%	7.0%	0.0%	1.3%
O=C(CSc1nncs1)NC1CCCc2ccccc21 (stereo not given)	0.4%	-2.4%	-0.3%	-0.6%	8.6%	0.6	-1.0%	5.0%	-14.6%	0.6%	0.7%
CCn1cc(C(=O)NCC(OC)OC)c(=O)c2cc(S(=O)(=O)N3CCOCC3)ccc21	-0.1%	0.9%	0.4%	0.0%	-0.3%	2.2	-0.6%	8.5%	-16.2%	-2.8%	-1.0%
CC(C)CC(=O)Nc1ccc(N2CCOCC2)cc1	5.4%	11.3%	-3.1%[2.3 µM]	10.9%	u	-0.9	5.4%	38.8%	16.0%	1.8%	-7.6%
CC1(C)N([O-])C(c2ccccc2)=C[N+](=O)C1(C)C	3.9%	2.0%	2.2%	3.6%	-1.0%	5.3	-2.6%	-0.2%	-30.2%	2.4%	-2.5%
O=C(O)CCCC(=O)NCc1ccccn1	3.1%	-1.7%	7.1%	2.5%	3.7%	0.9	-3.1%	4.6%	-0.2%	-1.3%	-7.2%
Cc1cccc(C2CC(c3ccc(F)cc3)Nc3nc(N)nn32)c1 (stereo not given)	2.5%	-0.7%	-1.1%	-0.3%	u	x	2.8%	0.0%	2.4%	-1.2%	-1.6%
COCCn1c(=NC(=O)c2ccc(S(=O)(=O)N3CCc4ccccc4C3)cc2)sc2cc(OC)ccc21	-4.2%	-3.4%	0.6%	-0.9%	-33.5%	-3.0	-6.2%	-24.9%	-1.6%	-5.8%	-1.9%
Cc1cccc(N2CCN(C3=NC(=O)C(Cc4ccccc4)S3)CC2)c1 (stereo not given)	-1.1%	-3.8%	1.3%	-5.2%	-10.9%	16.6	-9.2%	1.9%	14.4%	0.4%	-2.0%
CC(C)(CC(=O)O)CC(=O)Nc1ccc(Oc2ccc(C(C)(C)C)cc2)nc1	1.3%	0.5%	u	-1.0%	6.3%	0.4	-0.5%	16.3%	37.8%	-2.3%	0.4%
C[C@H](NC(=O)c1ccccc1Cl)C(=O)NCCc1ccc(S(N)(=O)=O)cc1	-0.8%	0.1%	1.7%	-4.3%	-9.4%	-1.1	2.8%	-15.7%	-40.4%	-2.6%	-1.4%
Cc1ccc(-n2nnnc2SCn2nnc3ccccc3c2=O)c(C)c1	x	x	0.9%	x	x	12.4	7.08µM*	-53.1%	u	x	x
C/C(Cc1ccccc1)=N\NC(=O)CNC(=O)c1cccc(Cl)c1	0.5%	5.2%	u	-2.2%	19.0%	0.8	5.6%	14.8%	-15.6%	-2.7%	-0.2%
Cc1ccc(C2=C(c3ccc([N+](=O)[O-])cc3)C(=O)OC2)cc1C	-3.7%	-15.9%	u	-1.5%	-29.4%	26.5	5.8%	-38.5%	-24.2%	-1.7%	4.5%
Cc1nc(NC(=O)/C=C/c2ccco2)sc1C	u	-4.4%	u	u	u	u	-21.9%	10.0%	-23.8%	-6.5%	-25.0%

# Screens as filed in PubChem BioAssay.
